# Sm TGR block: blocks Schistosoma mansoni thioredoxin glutathione reductase; Potency, µM (titrated, usually from 114 µM), for the others: top-dose activity change, negative = inhibition, hits mostly inhibitors; purified TGR, DTNB reduction, TNB absorbance 405 nm; Q962Y6; actives 3% (n = 360,000); also: potency is read from the fitted curve at half-maximal effect; nearly all actives have a fitted effect of over 60% in size
#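 Kinetic colorimetric format: TGR-catalysed, NADPH-driven DTNB reduction monitored via TNB absorbance. Enzyme dispensed at 20 nM; compound exposure 15 min at room temperature before reaction start.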
# AmpC inh detg: blocks E. coli AmpC beta-lactamase in detergent assay; AmpC hydrolysis of nitrocefin, absorbance 480 nm, 0.01% Triton; Potency, µM (titrated, usually from 114 µM), inactives show top-dose activity change, negative = inhibition, usual class: inhibitors; actives 0.041% (n = 370,000);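 also: potency is read from the fitted curve at half-maximal effect; 0% = no-compound wells and -100% = no-enzyme wells; nearly all actives have a fitted effect of over 25% in size; some results filed as inactive show a strong effect at the top dose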
# Target sequence (P00811 whole entry, looked up): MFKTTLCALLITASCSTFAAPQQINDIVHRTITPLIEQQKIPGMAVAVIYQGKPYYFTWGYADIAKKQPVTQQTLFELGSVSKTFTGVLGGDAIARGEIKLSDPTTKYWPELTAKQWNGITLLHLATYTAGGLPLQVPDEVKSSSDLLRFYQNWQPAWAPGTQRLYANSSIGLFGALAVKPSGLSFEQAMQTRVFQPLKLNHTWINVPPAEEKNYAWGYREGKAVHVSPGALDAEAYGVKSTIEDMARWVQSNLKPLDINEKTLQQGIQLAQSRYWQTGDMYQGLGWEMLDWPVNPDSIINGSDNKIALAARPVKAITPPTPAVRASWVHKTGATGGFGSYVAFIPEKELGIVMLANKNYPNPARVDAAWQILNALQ
#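 AmpC (5.3 nM in the dispensed reagent) in 20 mM phosphate pH 7.0 with 0.01% (detergent screen) or 0.0001% Triton X-100 was preincubated with compounds for 15 min at room temperature. Nitrocefin was then added from an 800 uM solution, and hydrolysis was followed at 480 nm.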
# TbPYK inhibitor: T. brucei pyruvate kinase inhibition; Q57TT1; TbPYK enzyme, Kinase-Glo Plus ATP luminescence, 45 min; Potency, µM (highest dose often 76.8 µM), for inactives: at the highest dose activity, negative = inhibition, most hits filed as inhibitors; actives 0.12% (n = 410,000); AID 624173; also: potency is read from the fitted curve at half-maximal effect; nearly all actives have a fitted effect of over 50% in size
#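 ADP (130 uM final) triggers the TbPYK reaction after compound addition; incubation is 45 min at room temperature. Kinase-Glo Plus is then added and luminescence imaged. Normalized data are fitted to concentration-effect curves.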
# AmpC no deterg: inhibitors of E. coli AmpC beta-lactamase without detergent; Potency, µM (doses to about 57.1 µM), inactives show at the highest dose activity change, negative = inhibition, most hits filed as inhibitors; actives 0.52% (n = 330,000); AmpC nitrocefin hydrolysis, absorbance 480 nm, 0.0001% Triton; P00811;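 also: potency is read from the fitted curve at half-maximal effect; plate controls were no compound for no effect and no enzyme for full effect; nearly all actives have a fitted effect of over 20% in size; some results filed as inactive show a strong effect at the top dose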
#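 20 mM phosphate pH 7.0 + 0.01% (detergent screen) or 0.0001% Triton X-100; 5.3 nM AmpC reagent; cpd preinc 15 min RT; nitrocefin (800 uM stock) to start; A480 q20 s × 4 min; Activity was normalised to no-enzyme and no-compound control wells.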
# LmPK inh: LmPK (Leishmania mexicana) enzyme inhibition; Q27686; purified LmPK, Kinase-Glo ATP luminescence, 1 h; Potency, µM (highest dose often 57.5 µM), for inactives: at the top dose activity change, negative = inhibition, usual class: inhibitors; actives 0.37% (n = 290,000); AID 1721; also: potency is read from the fitted curve at half-maximal effect
# Target sequence (Q27686 whole entry, looked up): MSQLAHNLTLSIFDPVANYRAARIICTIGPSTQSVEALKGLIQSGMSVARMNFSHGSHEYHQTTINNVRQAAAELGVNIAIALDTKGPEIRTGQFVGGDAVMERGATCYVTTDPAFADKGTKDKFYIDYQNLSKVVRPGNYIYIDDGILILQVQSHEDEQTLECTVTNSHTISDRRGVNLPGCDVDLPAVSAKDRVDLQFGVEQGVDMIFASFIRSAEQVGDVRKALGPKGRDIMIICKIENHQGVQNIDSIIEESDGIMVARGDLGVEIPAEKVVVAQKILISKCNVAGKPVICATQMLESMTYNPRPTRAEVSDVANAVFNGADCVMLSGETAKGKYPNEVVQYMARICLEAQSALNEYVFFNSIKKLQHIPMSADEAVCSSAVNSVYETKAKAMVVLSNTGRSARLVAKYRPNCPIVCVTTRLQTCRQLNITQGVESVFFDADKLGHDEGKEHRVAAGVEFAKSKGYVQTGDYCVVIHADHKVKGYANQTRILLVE
#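 Purified LmPK (0.1 nM) converted ADP (0.1 mM) to ATP with PEP (0.5 mM) in imidazole buffer pH 7.2 with KCl and MgCl2, 1 h at room temperature. ATP was read by Kinase-Glo luminescence; data normalized to uninhibited and no-enzyme controls.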
# AMA1 RON2 block: AMA1-RON2 (P. falciparum) interaction inhibition; AlphaScreen AMA1-biotinylated RON2 peptide binding; Potency, µM (highest dose often 58.2 µM), for the others: top-dose activity change, negative = inhibition, usual class: inhibitors; actives 0.2% (n = 360,000); AID 720542;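 also: potency is read from the fitted curve at half-maximal effect; 0% = vehicle wells and -100% = peptide control; nearly all actives have a fitted effect of over 45% in size; some results filed as inactive show a strong effect at the top dose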
#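 AMA1 (3D7) with his tag at 25 nM final met compounds first, then biotinylated RON2 peptide at 25 nM; detection used donor plus acceptor beads, 10 µg/mL apiece, read by AlphaScreen after 30 min at room temperature.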
# HCMV antiviral: blocks human cytomegalovirus replication | HFF cells, HCMV-luciferase reporter, 72 h; active compounds read low | activity change, negative = inhibition, % at 57.5 µM | actives 4.5% (n = 410,000); in the data active = activity change below about -60%; inconclusive = no clear call, values can overlap the other calls; inactive = above about -39%
#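 Two-dose cell screen: HFF monolayers treated with compounds and infected with luciferase-expressing HCMV at 1 PFU/cell, 72 h at 37C, then lysed for luciferase measurement.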
# An asterisk follows results filed as active; ? = inconclusive; . = not tested or not shown; [ ] = another dose, or the depositor's remark. Unless noted, calls follow the shape of the dose curve; as a rule, active = well fitted curve in the direction sought with a large enough effect; inconclusive = small, poorly fitted or top-dose-only effect, or another doubt; inactive = no such curve, though single readings can be large; an effect the other way counts as inactive or inconclusive. Unless noted, % is scaled to controls: 0 for no effect and ±100 for the full control effect.
SMILES,Sm TGR block,AmpC inh detg,TbPYK inhibitor,AmpC no deterg,LmPK inh,AMA1 RON2 block,HCMV antiviral
Cc1cc(C(F)(F)F)nc(SCC(=O)Nc2nccs2)n1,-20%,-2%,1%,17%,4%,-7%,-5
Cc1ccc2c(c1)C(c1ccccc1)C(=O)O2 (stereo not given),?,8%,0%,-49%,5%,-15%,-15
CCC(CC)C1C(C#N)=C(N)Oc2n[nH]c(-c3ccccc3)c21 (stereo not given),-7%,-6%,5%,-32%,4%,-3%,-20
CCOc1ccc(-c2nc(-c3ccncc3)no2)cc1OCC,4%,0%,-2%,-23%,-11%,-11%,-6
COC(=O)c1c(NC(=O)C2CC(C)=C(C)CC2C(=O)O)sc2c1CCCCC2 (stereo not given),6%,-15%,-5%,-32%,-9%,-1%,6
O=C(Nc1cc(Cl)cc(Cl)c1)C(c1ccccc1)N1CCCCC1 (stereo not given),3%,-14%,2%,-17%,2%,?,9
CNc1cccc(-c2cccc(C(=O)N3CCOCC3)c2)n1,.,.,-2%,.,.,-5%,37
S=C(Cc1ccccc1)N1CCOCC1,.,.,1%,.,.,3%,-20
Cc1cccc(C(=O)NCC(=O)OCC(=O)c2ccc(C)s2)c1,.,.,9%,-15%,.,-4%,-1
CC1(CCC(=O)N2CCCC(N3CCN(c4ccc(F)cc4)CC3)C2)CC1 (stereo not given),-15%,3%,1%,114%[activator],-9%,-23%,-8
Cc1cc(S(=O)(=O)Nc2ccc3cn[nH]c3c2)c(C)cc1Cl,8%,3%,-4%,-25%,1%,-12%,-9
Cc1cc(NC(=O)c2ccc3c(c2)C(=O)N(c2cccc(C)c2C)C3=O)no1,-6%,4%,-2%,85%[activator],-1%,34%[activator],16
CC(C)(C)C(=O)Nc1nnc(SCC(=O)Nc2nccs2)s1,-8%,-12%,-3%,-12%,2%,7%,10
COc1ccc(NC(=O)c2oc3ccccc3c2NC(=O)C2CCCCC2)c(OC)c1,-3%,0%,4%,.,.,.,-3
CCN(CC(=O)Nc1c(F)cccc1F)C(=O)c1cc(S(=O)(=O)N(C)C)ccc1N1CCCC1,-1%,-10%,-2%,-8%,.,-8%,-15
O=C1OCCN1c1c(-c2ccccc2)c(N2CCOCC2)nc2ccccc12,.,.,-8%,.,.,-9%,7
COc1ccc(-c2[nH]ncc2CN(C)Cc2cccnc2)c(OC)c1,-7%,0%,1%,-1%,-3%,0%,?
CN1C(=O)CN=C(c2ccccc2Cl)c2cc(Br)ccc21,11%,?,2%,24%,-4%,4%,23
CN(NC(=O)c1ccccc1)c1ncc(C(F)(F)F)cc1Cl,3%,-1%,2%,-13%,-2%,12%,21
CCc1ccc(N2CC(C)Cn3c2nc2c3c(=O)n(CCN3CCOCC3)c(=O)n2C)cc1 (stereo not given),4%,-5%,-13%,14%,1%,-3%,7
CCC1(C)N=c2c(c(=O)n(C)c(=O)n2C)=NO1 (stereo not given),-12%,-4%,-1%,-2%,-7%,3%,-6
N#Cc1c2c(c(Nc3ccc(F)cc3)n3c1nc1ccccc13)CCCC2,.,.,-8%,.,.,-3%,-40
N#Cc1c(Nc2ccccc2)c(/C=N/NCCO)c[nH]c1=O,-10%,-5%,-1%,-18%,7%,11%,?
O=C(O)CC1S/C(=N/N=C/C=C/c2ccccc2[N+](=O)[O-])NC1=O (stereo not given),-12%,-13%,-8%,-21%,-1%,35%[activator],-10
COc1cc(CN2CCC(C)CC2)ccc1OCc1ccccc1,7%,-18%,-9%,-9%,-10%,-8%,-3
Cc1ccc(OCC(O)CNC2CCCC2)c(C)c1 (stereo not given),-8%,?,1%,-25%,-6%,-3%,89
O=C(Nc1nc2ccccc2s1)c1cccc(S(=O)(=O)N2CCc3ccccc32)c1,-6%,6%,-1%,-31%,0%,54%[activator],-7
Cc1cc(F)ccc1S(=O)(=O)Nc1ccccc1C(=O)NCc1cccnc1,8%,2%,-2%,-42%,15%,-17%,0
CCOc1ccc(NC(=O)CC(c2ccccc2)c2ccc(F)cc2)cc1 (stereo not given),-2%,-18%,-3%,-16%,-2%,-2%,-34
COc1ccc(S(=O)(=O)N2CCCCCC2)cc1C(=O)NCc1ccco1,.,.,2%,-12%,.,6%,16
Cc1ccc(S(=O)(=O)C2(C(=O)N3CCCCC3C)CC2)cc1 (stereo not given),-12%,-2%,4%,-2%,4%,-2%,19
CCN(CC)c1ccc(NC(=O)c2cccnc2)cc1,0%,-4%,-1%,.,-7%,-27%,34
Cc1cc(C)cc(N(C(=O)CNC(=O)c2cccs2)C(C(=O)NC2CCCC2)c2cccnc2)c1 (stereo not given),-14%,-8%,4%,2%,4%,-2%,-12
O=C(Cn1nc(C(F)F)cc1C(F)F)N/N=C/c1ccc2c(c1)OCO2,10%,-7%,-2%,-15%,1%,47%[activator],-5
COc1ccc(NC(=O)c2cnc(SC)n2-c2ccc(F)cc2)c(OC)c1,-14%,-11%,3%,91%[activator],-7%,-9%,9
O=C(Cc1ccc(Cl)cc1)NNS(=O)(=O)c1ccc([N+](=O)[O-])cc1,5%,4%,6%,-9%,2%,-2%,-24
COc1ccc(S(=O)(=O)N[C@H](C(=O)O)C(C)C)cc1,1%,-11%,-2%,24%,-5%,10%,-17
Cc1ccc(S(=O)(=O)c2nc(-c3cccs3)oc2N2CCC(C)CC2)cc1,-19%,12%,-17%,.,.,.,2
CCOC(=O)N(CC)OC(=O)Nc1ccc(Cl)cc1,-32%,?,-8%,-11%,-4%,13%,2
COc1ccc(C(=O)Nc2nnc(S(=O)(=O)N3CCCc4ccccc43)s2)cc1,-10%,20%,-4%,.,.,.,34
O=c1c2oc3ccccc3c2ncn1Cc1ccc(Cl)cc1,-5%,1%,-14%,-3%,-4%,31%[activator],12
CCOc1cccc2cc(-c3nc4sc5c(c4c(=O)[nH]3)CCC(C)C5)c(=O)oc12 (stereo not given),-2%,17%,4%,.,.,.,-24
CCOC(=O)CSC1=Nc2ccccc2C2=NC(CCC(=O)NCc3ccc(OC)cc3)C(=O)N12 (stereo not given),7%,-5%,1%,.,.,.,9
N#Cc1nc(COc2ccc(F)cc2)oc1N1CCC(Cc2ccccc2)CC1,45%[activator],1%,0%,6%,2%,-16%,-22
O=C(CCn1c(=S)oc2ccccc21)Nc1ccccc1Br,4%,-6%,0%,-35%,4%,-2%,-21
COc1ccccc1CNC(=O)c1cccc(S(=O)(=O)N2CCCC2)c1,1%,-19%,-10%,-36%,.,-3%,-10
COc1ccc(CC(N)c2csc(NC(=O)C(c3ccccc3)c3ccccc3)n2)cc1 (stereo not given),.,.,4%,.,.,104%[activator],-65*
CCOc1ccc(NC(=O)c2nnn(CC(=O)Nc3ccccc3OCC)c2N)cc1,6%,-3%,8%,-12%,-2%,-3%,13
COC(=O)[C@H](CO)N1C(=O)[C@@H]2[C@H](C1=O)C1C=C[C@H]2C1,.,.,-1%,.,.,10%,-18
COc1cc(N(C)C)c(NC(C)=O)cc1C(=O)O,14%,-1%,.,0%,-3%,2%,-17
CCC1NC(=O)c2cccnc2-n2c1nc1cc(C)cc(C)c1c2=O (stereo not given),.,.,-5%,.,.,0%,12
CCCCN(C=O)c1c(CC)nc2c(OCCn3cccc3)cccn12,.,.,1%,.,.,-12%,-14
CCOc1ccc(NS(=O)(=O)c2c(C)nc3sc(C)c(C)n3c2=O)cc1,7%,-13%,-1%,.,.,.,-11
Cc1nc(C)c(C(=O)C2=C(O)C(=O)N(CCN(C)C)C2c2ccccc2)s1 (stereo not given),-14%,4%,1%,-20%,1%,0%,-5
CCCc1cc(=O)[nH]c(SCC(=O)N(C)CC(=O)Nc2ccc(F)cc2)n1,0%,-3%,0%,-38%,.,0%,106
O=C(CN1CCCc2ccccc21)N/N=C/c1c(O)ccc2ccccc12,-8%,-9%,-4%,-56%,3%,2%,-98*
O=C(c1cc2nc(-c3ccc(F)cc3)cc(C(F)(F)F)n2n1)N1CCOCC1,2%,?,-4%,-19%,2%,0%,8
COc1ccccc1CCNC(=O)CN1C(=O)NC2(CCCC2)C1=O,-1%,-8%,0%,-11%,.,-30%,-1

# 13 structures from above, arranged by number of heavy atoms, highest first.
SMILES,Sm TGR block,AmpC inh detg,TbPYK inhibitor,AmpC no deterg,LmPK inh,AMA1 RON2 block,HCMV antiviral
CCOC(=O)CSC1=Nc2ccccc2C2=NC(CCC(=O)NCc3ccc(OC)cc3)C(=O)N12 (stereo not given),7%,-5%,1%,.,.,.,9
COc1ccc(NC(=O)c2oc3ccccc3c2NC(=O)C2CCCCC2)c(OC)c1,-3%,0%,4%,.,.,.,-3
O=C(Nc1nc2ccccc2s1)c1cccc(S(=O)(=O)N2CCc3ccccc32)c1,-6%,6%,-1%,-31%,0%,54%[activator],-7
N#Cc1nc(COc2ccc(F)cc2)oc1N1CCC(Cc2ccccc2)CC1,45%[activator],1%,0%,6%,2%,-16%,-22
COC(=O)c1c(NC(=O)C2CC(C)=C(C)CC2C(=O)O)sc2c1CCCCC2 (stereo not given),6%,-15%,-5%,-32%,-9%,-1%,6
Cc1ccc(S(=O)(=O)c2nc(-c3cccs3)oc2N2CCC(C)CC2)cc1,-19%,12%,-17%,.,.,.,2
CCCCN(C=O)c1c(CC)nc2c(OCCn3cccc3)cccn12,.,.,1%,.,.,-12%,-14
COc1cc(CN2CCC(C)CC2)ccc1OCc1ccccc1,7%,-18%,-9%,-9%,-10%,-8%,-3
Cc1cccc(C(=O)NCC(=O)OCC(=O)c2ccc(C)s2)c1,.,.,9%,-15%,.,-4%,-1
O=C(CCn1c(=S)oc2ccccc21)Nc1ccccc1Br,4%,-6%,0%,-35%,4%,-2%,-21
CCN(CC)c1ccc(NC(=O)c2cccnc2)cc1,0%,-4%,-1%,.,-7%,-27%,34
COc1cc(N(C)C)c(NC(C)=O)cc1C(=O)O,14%,-1%,.,0%,-3%,2%,-17
Cc1ccc2c(c1)C(c1ccccc1)C(=O)O2 (stereo not given),?,8%,0%,-49%,5%,-15%,-15
